# From PubChem BioAssay
# GPR151 ag – activators of human GPR151 | Q8TDV0 | PathHunter beta-arrestin GPR151 cells, luminescence | activation, % at 11.2 µM | hit rate 1% among 650,000 | AID 1508602; in the data active = activation above about 4.9%;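 note: 0% = median of compound wells and 100% = cells with positive control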
# Target sequence (Q8TDV0 whole entry, looked up): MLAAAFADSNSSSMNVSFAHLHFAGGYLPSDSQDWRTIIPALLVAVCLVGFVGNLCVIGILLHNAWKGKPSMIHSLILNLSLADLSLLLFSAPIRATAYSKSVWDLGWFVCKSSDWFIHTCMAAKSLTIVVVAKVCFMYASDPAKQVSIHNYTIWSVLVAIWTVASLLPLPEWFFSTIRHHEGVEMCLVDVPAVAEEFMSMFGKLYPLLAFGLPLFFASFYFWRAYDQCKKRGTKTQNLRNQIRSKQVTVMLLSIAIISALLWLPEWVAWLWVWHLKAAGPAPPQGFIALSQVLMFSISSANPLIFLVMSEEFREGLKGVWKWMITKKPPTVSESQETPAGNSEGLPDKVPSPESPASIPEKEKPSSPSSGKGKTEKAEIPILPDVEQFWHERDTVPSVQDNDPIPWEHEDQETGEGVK
# MITF inh – human MITF inhibition, primary screen. O75030. AlphaScreen MITF homodimerization, bead proximity signal. inhibition, % at 2.6 µM. hit rate 0.91% among 650,000. AID 1259374; in the data active = inhibition above about 50%;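 note: 0% = vehicle wells with protein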
# Target sequence (O75030 whole entry, looked up): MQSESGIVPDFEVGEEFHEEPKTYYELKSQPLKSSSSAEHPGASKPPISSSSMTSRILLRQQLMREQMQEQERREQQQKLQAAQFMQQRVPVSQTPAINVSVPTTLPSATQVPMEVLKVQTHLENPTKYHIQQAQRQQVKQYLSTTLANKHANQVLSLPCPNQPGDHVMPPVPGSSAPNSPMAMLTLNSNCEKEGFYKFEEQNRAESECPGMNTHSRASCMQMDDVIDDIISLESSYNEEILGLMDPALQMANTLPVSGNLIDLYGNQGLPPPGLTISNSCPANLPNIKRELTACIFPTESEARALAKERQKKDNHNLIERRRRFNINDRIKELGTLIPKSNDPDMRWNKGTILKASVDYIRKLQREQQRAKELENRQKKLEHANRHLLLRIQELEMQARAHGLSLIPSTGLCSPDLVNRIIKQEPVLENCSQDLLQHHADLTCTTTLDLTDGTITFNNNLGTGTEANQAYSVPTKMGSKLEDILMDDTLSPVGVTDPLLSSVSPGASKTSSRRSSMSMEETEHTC
# FBW7 act – activators of human E3 ligase FBW7. AlphaScreen FBW7–phospho-cyclin E peptide binding, activator screen. hit rate 0.13% among 650,000. normalized activity (activation), % at 26.1 µM. AID 1259310. Q969H0; in the data active = normalized activity above about 1.9%;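 note: purified mutant Fbw7 with reduced substrate affinity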
# TEAD-YAP block – TEAD-YAP interaction inhibition; HEK-TIYL cells, TEAD-Gal4/YAP UAS-luciferase luminescence; inhibition, % at 9.12 µM; hit rate 1.4% among 640,000; in the data active = inhibition above about 32%;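 note: 0% = median of test compound wells and 100% = reference inhibitor wells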
# Active calls of the source: *; & = joins results of further samples. Outcome played no part in choosing rows. Share with any hit: about 3.4%.
No.	Molecule	MITF inh	FBW7 act
1	Cc1cnc(C)c(-c2ccc(F)c3c2OC(CNC(=O)c2ccccc2Cl)C3)n1 (configuration not stated)	-4	0.0
2	COc1ccc(C(=O)CCC(=O)N2CCOc3ccc(C(C)(O)CN(C)C)cc3C2)cc1 (configuration not stated)	-2	-0.1
3	Cc1c(NC(=S)NC(=O)c2oc3ccccc3c2C)cccc1-c1nc2ncccc2o1	-5	0.1
4	COc1ccc(N=Cc2ccc(O)cc2O)cc1	7	-0.1
5	Cc1nn(-c2ccccc2)c(Cl)c1/C=N/OCC(=O)N1CCc2ccccc21	34	-0.1
6	CCCCC1=NN2C(=N)/C(=C/c3cc(Cl)c(OCCOc4ccccc4)c(OCC)c3)C(=O)N=C2S1	7	0.4
7	C/C(=N\Nc1ccc(S(=O)(=O)N2CCOCC2)cc1[N+](=O)[O-])c1ccc(C#N)cc1	-6	-0.1
8	O=C(Nc1nnc(-c2ccc(Cl)c(Cl)c2)s1)C12CC3CC(CC(C3)C1)C2	9	0.5
9	COc1ccnc(Cn2nc3c4ccccc4nc(C(C)(C)C)n3c2=O)c1OC	-7	-0.1
10	O=C(CN1CCc2nc(N3CCCC3)[nH]c(=O)c2C1)Nc1ccc2c(c1)CCC2	-2	-0.2
11	COCCC(=O)NCC1Cc2cccc(-c3ccccc3C(F)(F)F)c2O1 (configuration not stated)	-12	0.2
12	O=[N+]([O-])c1ccccc1Oc1ccccn1	15	0.6
13	CCCCC(=O)NC1(C(F)(F)F)C(=O)Nc2c1c(=O)n(C)c(=O)n2C (configuration not stated)	6	0.0
14	CC(C)OCCCNC(=S)NNC(=O)C(c1ccccc1)c1ccccc1	3	0.0
15	COc1ccc(-c2csc(N(CC3CCCO3)C(=O)CCCl)n2)cc1 (configuration not stated)	-2	0.0

No.	TEAD-YAP block	GPR151 ag
1	-10	0.8
2	4	0.2
3	4	-0.7
4	-4	-0.7
5	7	-1.3
6	-15	-0.4
7	7	0.9
8	-1	-1.4
9	-1	-0.3
10	7	-1.0
11	3	0.8
12	9	-0.3
13	8	0.3
14	14	0.2
15	-18	0.3

# Limited to GPR151 ag, TEAD-YAP block and FBW7 act, for 7 of the compounds above:
entry | structure | GPR151 ag | TEAD-YAP block | FBW7 act
4 | COc1ccc(N=Cc2ccc(O)cc2O)cc1 | -0.7 | -4 | -0.1
5 | Cc1nn(-c2ccccc2)c(Cl)c1/C=N/OCC(=O)N1CCc2ccccc21 | -1.3 | 7 | -0.1
6 | CCCCC1=NN2C(=N)/C(=C/c3cc(Cl)c(OCCOc4ccccc4)c(OCC)c3)C(=O)N=C2S1 | -0.4 | -15 | 0.4
7 | C/C(=N\Nc1ccc(S(=O)(=O)N2CCOCC2)cc1[N+](=O)[O-])c1ccc(C#N)cc1 | 0.9 | 7 | -0.1
8 | O=C(Nc1nnc(-c2ccc(Cl)c(Cl)c2)s1)C12CC3CC(CC(C3)C1)C2 | -1.4 | -1 | 0.5
9 | COc1ccnc(Cn2nc3c4ccccc4nc(C(C)(C)C)n3c2=O)c1OC | -0.3 | -1 | -0.1
10 | O=C(CN1CCc2nc(N3CCCC3)[nH]c(=O)c2C1)Nc1ccc2c(c1)CCC2 | -1.0 | 7 | -0.2

# Following part
No.	Molecule	MITF inh	FBW7 act
16	Cc1ccc(NC(=O)/C(C#N)=C/c2c(Oc3ccccc3)nc3c(C)cccn3c2=O)cc1	8	-0.1
17	COc1ccc(-c2noc(N3CCCC(C(=O)NC4CCCC4)C3)n2)cc1 (configuration not stated)	-8	0.1
18	C#CCOc1c(Cl)cc(C=O)cc1OCC	-10	-0.1
19	O=C(COC(=O)CNC(=O)C1CCCCC1)Nc1ncc(C(F)(F)F)cc1Cl	-7	0.2
20	CC1=CCC2C(=O)N(C(CC(C)C)C(=O)O)C(=O)C2C1 (configuration not stated)	20	0.0
21	CC(C)COC(=O)c1ccc(N2C(=O)c3ccc(C(=O)c4ccc5c(c4)C(=O)N(c4ccc(C(=O)OCC(C)C)cc4)C5=O)cc3C2=O)cc1	6	-0.1
22	CCSc1ccc2nnc(-c3ccncc3)n2n1	4	-0.7
23	COc1cccc(C2=NOC(C(=O)Nc3cc(Br)ccc3O)C2)c1 (configuration not stated)	5	-0.1
24	COC(=O)C1CC(=O)N(C)C12CCN(Cc1ccccc1-c1ccco1)CC2 (configuration not stated)	10	0.0
25	COc1ccc(NC(=O)C2CC(=O)N(CCc3ccccc3)C(=Nc3ccc(F)cc3)S2)cc1 (configuration not stated)	17	0.6
26	Cc1cccc(C)c1NC(=O)c1ccc2c(c1)N(CC(=O)N1CCCCC1)C(=O)C(C)(C)O2	-1	-0.1
27	CC(=O)Nc1ccccc1NC(=O)c1cccc(Cl)c1	9	0.1
28	CC(C)C(NS(C)(=O)=O)c1nnc2n1CCN(Cc1cccc3ccccc13)CC2 (configuration not stated)	1	0.0
29	CC1(C)OC(=O)C(=CNc2ccc(Br)cc2)C(=O)O1	10	0.1
30	Cc1csc2nc(-c3cccc(NC(=O)c4ccccc4Cl)c3)cn12	9	0.2

No.	TEAD-YAP block	GPR151 ag
16	10	2.3
17	8	-0.6
18	8	1.7
19	6	0.2
20	-1	-0.3
21	6	-1.2
22	5	-1.0
23	-11	-0.9
24	-15	-1.3
25	0	-0.9
26	-3	0.3
27	1	0.7
28	8	1.6
29	-3	0.8
30	-12	0.1

# Other compounds.
No.	Molecule	MITF inh	FBW7 act
31	Cc1cccc(NC(=O)c2ccc([N+](=O)[O-])o2)c1	3	-0.4
32	O=C(NCc1nnc(SCC(=O)N2N=C(c3ccc(Br)cc3)CC2c2ccc(F)cc2)n1Cc1ccccc1)c1ccco1 (configuration not stated)	-1	0.1
33	COc1cc(OC)c(NC(=O)c2sc3ncn(CC(=O)Nc4cccc(C(F)(F)F)c4)c(=O)c3c2C)cc1Cl	20	0.2
34	Cc1cc(/C=N/NC(=O)CSc2nc3ccccc3n2C)c(O)c([N+](=O)[O-])c1	-15	0.0
35	O=C(Cc1cn(-c2ccc(Nc3nccc4ccccc34)nn2)c2ccccc12)NCc1cccc(C(F)(F)F)c1	3	-0.1
36	CCN(CC)c1ccc(C(=O)NCc2ccccc2OC)cc1	-2	0.1
37	CCC(C)NS(=O)(=O)c1ccc(OCC(=O)O)cc1 (configuration not stated)	10	0.5
38	CCCCOc1ccccc1C1C(C(N)=O)=C(C)Nc2nnnn21 (configuration not stated)	-21	0.0
39	O=C1OC(c2cc([N+](=O)[O-])ccc2Cl)=N/C1=C\c1cccc2ccccc12	1	-0.1
40	COc1cccc(C(=O)NCCOc2ccc(F)cc2)c1	1	-0.2
41	Cc1ccc(OCC(=O)NCCc2nc3ccccc3[nH]2)cc1C	15	0.3
42	CCOc1cc(C(=O)N2CC(C)OC(C)C2)cc(OCC)c1OCC (configuration not stated)	-1	0.2
43	Cc1nc(Nc2ccc3[nH]ncc3c2)cc(OC[C@@H](N)Cc2ccccc2)n1	7	0.2
44	Cc1ccc(NS(=O)(=O)c2c(F)cccc2F)cc1C	2	-0.2
45	COc1ccccc1C(=O)OCc1cccc([N+](=O)[O-])c1	2	-0.1

No.	TEAD-YAP block	GPR151 ag
31	6	-1.4
32	-8	0.0
33	3	0.4
34	7	-0.7
35	0	3.2
36	1	-0.2
37	1	2.9
38	-5	0.1
39	12	2.1
40	-40	-1.9
41	0	1.0
42	12	0.9
43	-1	0.0
44	-2	1.4
45	5	0.8

# Next section.
No.	Molecule	MITF inh	FBW7 act
46	CCOC(=O)C1=C(C)N=c2s/c(=C\c3ccc(-c4cc([N+](=O)[O-])ccc4C)o3)c(=O)n2C1c1ccc(OC)c(OC)c1 (configuration not stated)	-3	-0.1
47	COC1CCCN(C(=O)CC2(c3ccccc3C)CC(=O)N(Cc3cccnc3)C2=O)C1 (configuration not stated)	-13	-0.2
48	COc1cc(OC)cc(C2C(C(C)=O)N3c4ccccc4C=CC3C2(C#N)C#N)c1 (configuration not stated)	14	-0.2
49	O=C(NC(c1ccccn1)c1cccs1)C1CCN(C(=O)C2CC2)CC1 (configuration not stated)	19	-0.1
50	Fc1ccc(Cn2nnnc2CN2CCCC(c3[nH]ncc3-c3ccncc3)C2)cc1 (configuration not stated)	-2	-0.3
51	Cc1cccc(NC(=S)N(C)CCC#N)c1C	5	0.0
52	Nc1ncnc2c1ncn2[C@@H]1O[C@H](CO)C[C@@H]1O	-8	-0.1
53	Cc1c(C(=O)NC2CCCCCC2)sc2ncnc(N3CCOCC3)c12	2	-0.2
54	CCOC(=O)CCNCc1ccccc1Cl	-15	-0.1
55	COc1ccc(C2C=C(c3ccc(Br)cc3)Nc3ncnn32)cc1OC (configuration not stated)	4	-0.1
56	N=C(N)SCC1CN=C(Nc2ccccc2)S1 (configuration not stated)	6	-0.2
57	O=S(=O)(NCc1cccs1)c1ccc2[nH]c3c(c2c1)CCCC3	10	0.2
58	CC/C(=N/Nc1ccccc1[N+](=O)[O-])c1ccc(O)cc1	19	-0.3
59	CCOC(=O)C1CCN(c2cccc3c2C(=O)c2ccccc2C3=O)CC1	5	-0.3
60	COc1ccccc1NC(=O)c1ccc(OC)c([N+](=O)[O-])c1	3	-0.1

No.	TEAD-YAP block	GPR151 ag
46	15	-0.7
47	-14	1.2
48	15	0.1
49	0	-1.5
50	16	-0.1
51	-11	-1.3
52	3	-0.6
53	-3	-0.2
54	0	-1.1
55	7	1.3
56	-9	-0.1
57	-4	2.8
58	-32	-0.2
59	-10	-0.9
60	-13	-0.1

# Other entries.
No.	Molecule	MITF inh	FBW7 act
61	S=c1c(Cl)c(Cl)cnn1-c1ccccc1	-8	-0.2
62	Cc1ccc(-c2cc3c4c(C)n(C)c(C)c4c(C)nn3c2)o1	19	0.0
63	O=C(NC1CC1)c1cc2ccccc2o1	-1	0.0
64	Nc1ccc(NC(=O)c2ccc(C(=O)Nc3ccc(N)cc3)cc2)cc1	-3	-0.1
65	Cc1cc(Br)ccc1NC(=O)c1cn(C)c2c(=O)n(-c3ccc(F)cc3)c(=O)[nH]c12	1	0.0
66	O=C(Nc1c2c(nn1-c1cccc(Cl)c1)CS(=O)C2)c1cccs1 (configuration not stated)	5	0.0
67	C=CCOc1ccc(/C(O)=C2\C(=O)C(=O)N(c3nc(C)c(C(=O)OC)s3)C2c2ccc(Cl)cc2)cc1C (configuration not stated)	-2	0.0
68	NC(=O)COC(=O)c1ccc(S(=O)(=O)N2CCCC2)cc1	-12	-0.1
69	Cc1ccc(C)c(NC(=O)C(C)(C)C)c1	14	0.0
70	O=C(NCCC1=CCCCC1)C1CCC(Cn2c(=S)[nH]c3ccsc3c2=O)CC1 (configuration not stated)	-4	0.3
71	COc1ccc(Br)cc1C(=O)N/C(=C\c1cccc([N+](=O)[O-])c1)C(=O)Nc1ccc(Cl)cc1C	21	0.0
72	COc1ccc(CC(=O)Nc2ccccc2F)cc1OC	20	0.3
73	COc1ccc(C(=O)CN2CCN(S(=O)(=O)c3ccc(C(C)C)cc3)CC2)cc1OC	-9	-0.1
74	O=c1c2oc3cccc4c3n(c=2c(=O)c2ccccc12)CCC4	-19	-0.2
75	Cn1nnc2cc(NC(=O)Nc3ccccc3F)ccc21	2	0.2

No.	TEAD-YAP block	GPR151 ag
61	-5	0.4
62	-4	-0.3
63	-7	-2.4
64	0	0.4
65	-14	-0.1
66	0	1.3
67	-1	-0.1
68	11	-1.4
69	-4	1.8
70	-4	1.6
71	8	0.1
72	9	-1.4
73	-11	0.2
74	5	1.1
75	11	-2.9

# The list continues:
No.	Molecule	MITF inh	FBW7 act
76	CC(=O)N1CCC(C(=O)NCC2Cc3c(ccc4cc(-c5cccnc5)ccc34)O2)CC1 (configuration not stated)	1	0.2
77	COC(=O)c1cccc(CC2(C)C(=O)Nc3cc(F)ccc32)c1 (configuration not stated)	-5	0.1
78	COc1cc(C(CC(=O)Nc2ccccn2)N2Cc3ccccc3C2=O)cc(OC)c1OC (configuration not stated)	-2	0.0
79	CCSCCOC(=O)C1=C(C)NC2=C(C(=O)CC(C)(C)C2)C1c1ccsc1 (configuration not stated)	-14&4	0.1&0.3
80	COc1ccc2ccccc2c1/C=N/NC(=O)CC1(C)OCCO1	-9	0.0
81	CCOC(=O)CN1CC23C=CC(O2)C(C(=O)NCc2ccccc2OC)C3C1=O (configuration not stated)	0	0.0
82	COc1cc([N+](=O)[O-])ccc1NC(=O)Nc1ccc(Oc2ccccc2)cc1	2	0.1
83	CSCCC(Nc1ncnc2ccc(C)cc12)C(=O)O (configuration not stated)	2	0.3
84	COC(=O)CN1C(c2ccccc2F)Nc2ccc(Br)cc2C1c1ccccc1 (configuration not stated)	10	-0.1
85	CCN(CC)S(=O)(=O)c1ccc(-c2csc(C)n2)cc1	-25	-0.1
86	O=C1c2ccccc2C(=O)N1OCc1cccc(Cl)c1	7	0.0

No.	TEAD-YAP block	GPR151 ag
76	-13	-1.0
77	5	-0.2
78	-5	-0.2
79	11&10	0.2&0.5
80	-8	0.5
81	12	-0.8
82	0	0.8
83	-2	-0.2
84	4	-0.3
85	-19	-1.8
86	5	0.9

# By substructure: those above with a cyano group (4)
No.	Molecule	MITF inh	FBW7 act
7	C/C(=N\Nc1ccc(S(=O)(=O)N2CCOCC2)cc1[N+](=O)[O-])c1ccc(C#N)cc1	-6	-0.1
16	Cc1ccc(NC(=O)/C(C#N)=C/c2c(Oc3ccccc3)nc3c(C)cccn3c2=O)cc1	8	-0.1
48	COc1cc(OC)cc(C2C(C(C)=O)N3c4ccccc4C=CC3C2(C#N)C#N)c1 (configuration not stated)	14	-0.2
51	Cc1cccc(NC(=S)N(C)CCC#N)c1C	5	0.0

No.	TEAD-YAP block	GPR151 ag
7	7	0.9
16	10	2.3
48	15	0.1
51	-11	-1.3
